Source: PubChem (Broad Institute)
Pf Dd2 growth – blocks growth of Plasmodium falciparum Dd2 parasites | P. falciparum Dd2 growth, SYBR Green, 72 h; active compounds read low | activity change, % at 10 µM | hit rate 2.3% among 94,000 | AID 1159554; in the data active = activity change below about -80%; inconclusive = no clear call, values can overlap the other calls
GASC1 inh – blocks human GASC-1 (KDM4C) demethylase activity | AID 720574 | inhibition, % at 12.5 µM | Q9H3R0 | GST-KDM4C 2-372, H3K9me3 peptide, LANCE TR-FRET | hit rate 0.15% among 96,000;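 active = mean replicate inhibition above about 25%, with at least 55% of replicates also reaching it, limit read from the data, passing the limit was not always enough; inconclusive = only one of those two conditions met; inactive = neither condition met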
Target sequence (Q9H3R0 2-372 limits assumed): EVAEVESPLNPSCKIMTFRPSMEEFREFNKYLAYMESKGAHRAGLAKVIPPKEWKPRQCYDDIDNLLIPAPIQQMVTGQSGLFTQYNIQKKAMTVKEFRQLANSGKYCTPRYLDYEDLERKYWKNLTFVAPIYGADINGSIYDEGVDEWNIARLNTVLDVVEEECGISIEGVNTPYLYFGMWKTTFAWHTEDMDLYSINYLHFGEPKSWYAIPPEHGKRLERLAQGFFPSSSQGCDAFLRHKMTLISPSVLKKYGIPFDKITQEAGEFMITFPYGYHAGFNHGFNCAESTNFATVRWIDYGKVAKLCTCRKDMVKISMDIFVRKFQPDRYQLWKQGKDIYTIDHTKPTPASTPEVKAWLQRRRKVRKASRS
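Material: N-terminal GST-fused human GASC-1 (KDM4C) fragment, residues 2-372. Input: 10 nM enzyme. Incubation: enzyme reaction 30 min, then detection 60 min, both room temperature. Doses: one test concentration per compound. Read-out basis: inhibition from TR-FRET ratio decrease. Detection: LANCE TR-FRET, excitation 340 nm, emissions 618 and 671 nm.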
C diff HTS – C. difficile growth inhibition. hit rate 0.25% among 86,000. Clostridium difficile clinical isolate growth, OD600, 24 h; active compounds read low. growth activity, negative = inhibition, % at 16 µg/mL (by protocol);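 active = mean growth activity at or below -80% and every replicate also at or below -80%; inconclusive = mean at or below -80% but some replicate above -80%; inactive = mean growth activity above -80%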;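 note: 0% = DMSO wells and -100% = levofloxacin 16 µg/mL wells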
Tcruzi prolif – inhibitors of T. cruzi proliferation; T. cruzi beta-gal in NIH3T3, GalScreen luminescence, 90 h; hit rate 5.9% among 77,000; inhibition, % at 8.34 µM;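 active = mean inhibition above about 93%, with at least 55% of replicates each passing it, limit read from the data, passing the limit was not always enough; inconclusive = only one of those two conditions holds; inactive = neither condition holds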
Active calls of the source: *; ? = inconclusive; nt = not tested or not shown; & = joins results of further samples.

Field names: A = Pf Dd2 growth; B = GASC1 inh; C = C diff HTS; D = Tcruzi prolif
(1) COCC#Cc1cnc2c(c1)C(=O)N([C@@H](C)CO)C[C@@H](C)[C@H](CN(C)S(=O)(=O)c1cn(C)cn1)O2
  A: 26; B: -0.4; C: 1; D: -32

(2) CCC(=O)N1CC2(CN(Cc3ccccc3Cl)C2)c2c([nH]c3cc(OC)ccc23)[C@H]1CO
  A: -28; B: -0.1; C: 9; D: nt

(3) CN(C)C(=O)C[C@H]1CC[C@@H]2[C@H](COC[C@H](O)CN2C(=O)C2CCOCC2)O1
  A: 0; B: 3.8; C: nt; D: 23

(4) COc1cccc(S(=O)(=O)N2CCC3(CC2)CN(C(=O)Nc2cccc(F)c2)[C@H](CO)c2[nH]c4cc(OC)ccc4c23)c1
  A: 10; B: -0.3; C: 5; D: nt

(5) COc1ccc(S(=O)(=O)N(C)C[C@H]2OCCCC[C@H](C)Oc3ccc(NS(=O)(=O)c4cn(C)cn4)cc3C(=O)N([C@H](C)CO)C[C@@H]2C)cc1
  A: -9; B: 6.3; C: -3; D: 33

(6) CC(C)(O)C#Cc1ccc([C@@H]2[C@@H](CO)N3CCCCN(C(=O)c4ccncc4)C[C@@H]23)cc1
  A: 63; B: -0.4; C: -3; D: 0

(7) O=C(NCC[C@H]1CC[C@H](NC(=O)C2CCCC2)[C@@H](CO)O1)c1cnccn1
  A: -14; B: -0.5; C: 3; D: nt

(8) C[C@@H]1CCCCO[C@H](CN(C)S(=O)(=O)c2ccc(F)cc2)[C@H](C)CN([C@@H](C)CO)C(=O)c2cc(NS(C)(=O)=O)ccc2O1
  A: -24; B: -0.3; C: -3; D: 42

(9) C[C@@H]1CN([C@H](C)CO)S(=O)(=O)c2ccc(C#CCN(C)C)cc2O[C@@H]1CN(C)C(=O)CN(C)C
  A: 39; B: 6.9; C: -4; D: -40

(10) C[C@@H]1CCCCO[C@H](CN(C)C(=O)c2ccccc2)[C@H](C)CN([C@@H](C)CO)C(=O)c2cc(NC(=O)Nc3ccccc3)ccc2O1
  A: -11; B: 0.5; C: -4; D: 59

(11) COc1ccc(CN(C)C[C@@H]2Oc3ccc(NC(=O)CCN4CCOCC4)cc3CC(=O)N([C@@H](C)CO)C[C@@H]2C)cc1
  A: 14; B: -0.1; C: 1; D: 18

(12) C[C@H](CO)N1C[C@H](C)[C@@H](CN(C)Cc2ccc3c(c2)OCO3)Oc2ccc(NS(=O)(=O)c3ccc(Cl)cc3)cc2CC1=O
  A: -22; B: 0.6; C: 44; D: 89

(13) O=C(C[C@@H]1C=C[C@@H](NS(=O)(=O)c2ccccc2)[C@@H](CO)O1)N1CCC(Cc2ccccc2)CC1
  A: -13; B: -2.2; C: -1; D: nt

(14) C[C@H](CO)N1C[C@H](C)[C@H](CN(C)S(=O)(=O)c2cccs2)Oc2c(NC(=O)Nc3ccc4c(c3)OCO4)cccc2C1=O
  A: -14; B: -1.2; C: nt; D: 68

(15) COc1ccc(CN(C)C[C@@H]2OCCCC[C@@H](C)Oc3ccc(NC(=O)Nc4ccc(OC)cc4)cc3C(=O)N([C@H](C)CO)C[C@H]2C)cc1
  A: ?; B: nt; C: nt; D: 90

Not a retest: an excerpt of the list.
Field names: A = Pf Dd2 growth; B = GASC1 inh; C = C diff HTS; D = Tcruzi prolif
(1) COCC#Cc1cnc2c(c1)C(=O)N([C@@H](C)CO)C[C@@H](C)[C@H](CN(C)S(=O)(=O)c1cn(C)cn1)O2
  A: 26; B: -0.4; C: 1; D: -32

(2) CCC(=O)N1CC2(CN(Cc3ccccc3Cl)C2)c2c([nH]c3cc(OC)ccc23)[C@H]1CO
  A: -28; B: -0.1; C: 9; D: nt

(3) CN(C)C(=O)C[C@H]1CC[C@@H]2[C@H](COC[C@H](O)CN2C(=O)C2CCOCC2)O1
  A: 0; B: 3.8; C: nt; D: 23

The list goes on.
Field names: A = Pf Dd2 growth; B = GASC1 inh; C = C diff HTS; D = Tcruzi prolif
(16) COc1cccc(C#Cc2ccc3c(c2)[C@H]2[C@H](CCN2S(=O)(=O)c2cccc(OC)c2)[C@@H](CO)N3)c1
  A: -54; B: 5.6; C: -4; D: nt

(17) O=C(CN1CCOCC1)N[C@@H]1CC[C@H](CCNC(=O)C2CCCC2)O[C@@H]1CO
  A: 4; B: -0.7; C: 4; D: nt

(18) C[C@@H]1CN([C@@H](C)CO)C(=O)c2cc(NC(=O)CCC(F)(F)F)ccc2O[C@H]1CN(C)C(=O)NC1CCCCC1
  A: 4; B: -0.6; C: 2; D: 39

(19) C[C@@H]1CN([C@@H](C)CO)C(=O)c2cc(NC(=O)c3ccncc3)ccc2O[C@@H](C)CCCCO[C@H]1CN(C)C(=O)Nc1cccc2ccccc12
  A: -80; B: -2.4; C: 4; D: 44

(20) O=C(c1cnccn1)N1CC[C@@H]2[C@@H](CO)Nc3ccc(-c4ccccc4)cc3[C@@H]21
  A: 8; B: -1.6; C: -12; D: 57

(21) C/C=C/c1ccc([C@H]2[C@@H](CO)N(C(=O)C3CCC3)[C@H]2CNC(=O)CN(C)C)cc1
  A: -12; B: 0.0; C: 0; D: nt

(22) Cc1noc(C)c1S(=O)(=O)Nc1ccc2c(c1)CC(=O)N([C@@H](C)CO)C[C@@H](C)[C@@H](CN(C)S(=O)(=O)c1cn(C)cn1)O2
  A: 7; B: -1.6; C: -12; D: -5

(23) CCC(=O)N(C)C[C@@H]1Oc2cc(C#Cc3ccncc3)ccc2S(=O)(=O)N([C@H](C)CO)C[C@H]1C
  A: -7; B: -0.2; C: 8; D: 47

(24) COCC#Cc1cnc2c(c1)C(=O)N([C@@H](C)CO)C[C@@H](C)[C@@H](CN(C)C(=O)Nc1c(C)noc1C)O2
  A: 32; B: -0.6; C: 0; D: -33

(25) COC(=O)C[C@@H]1CC[C@@H]2[C@H](COC[C@@H](O)CN2S(=O)(=O)c2cn(C)cn2)O1
  A: -8; B: -1.5; C: 0&-5; D: 29

(26) COCC(=O)N(C)C[C@@H]1Oc2ncc(/C=C/c3ccccc3)cc2C(=O)N([C@H](C)CO)C[C@@H]1C
  A: 9; B: 0.0; C: -1; D: 1

(27) CN(C)CC(=O)Nc1ccc2c(c1)[C@@H]1C[C@H](CC(=O)NCc3ccc(-c4ccccc4)cc3)O[C@@H](CO)[C@@H]1O2
  A: -2; B: -1.7; C: -7; D: 85

(28) CN1C(=O)c2cc(NC(=O)C3CCCC3)ccc2OC[C@H]2O[C@@H](CC(=O)NCC3CC3)CC[C@H]21
  A: -58; B: -0.2; C: 5; D: 56

(29) COc1ccc(-c2cnc3c(c2)C(=O)N([C@@H](C)CO)C[C@@H](C)[C@H](CN(C)C(=O)Cc2ccccn2)O3)cc1
  A: -18; B: 6.8; C: -4; D: 38

(30) CCCC(=O)Nc1ccc2c(c1)C(=O)N(C)[C@H]1CC[C@H](CC(=O)O)O[C@H]1CO2
  A: 5; B: 9.7; C: 12; D: -27

More records.
Field names: A = Pf Dd2 growth; B = GASC1 inh; C = C diff HTS; D = Tcruzi prolif
(31) CCCN(C)C[C@@H]1Oc2cc(C#Cc3ccc(OC)cc3)ccc2S(=O)(=O)N([C@H](C)CO)C[C@@H]1C
  A: -62; B: 14; C: 6; D: 95

(32) C[C@@H]1CN([C@@H](C)CO)C(=O)CCCn2cc(nn2)CO[C@@H]1CN(C)S(=O)(=O)c1ccccc1C#N
  A: 5; B: 0.4; C: -9; D: nt

(33) CN1[C@@H]2c3ccc(-c4ccncc4)c(=O)n3C[C@H]1[C@H](CO)[C@H]2C(=O)NCCc1ccccc1
  A: -3; B: 14; C: -2; D: -2

(34) O=C(Nc1ccc2c(c1)[C@@H]1C[C@@H](CC(=O)N3CCCCC3)O[C@H](CO)[C@@H]1O2)c1cccnc1
  A: 4; B: 0.3; C: -2; D: 10

(35) O=S(=O)(NC[C@@H]1CC[C@@H]2[C@@H](CN2Cc2cccc(-c3ccccn3)c2)O1)c1ccccc1
  A: 17; B: nt; C: 4; D: nt

(36) CN(C)CCCNC(=O)C[C@H]1C=C[C@@H](NS(=O)(=O)c2ccccc2)[C@H](CO)O1
  A: 14; B: 3.2; C: nt; D: 34

(37) O=C(Nc1cc(F)ccc1F)N1C[C@@H]2[C@H](c3ccccc31)[C@@H](CO)N2Cc1cccnc1
  A: -33; B: -0.8; C: -2; D: 44

(38) C[C@@H]1CN([C@@H](C)CO)S(=O)(=O)c2ccc(C3=CCCCC3)cc2O[C@@H]1CN(C)C(=O)c1ccccc1
  A: -29; B: 0.5; C: -2; D: 108*

(39) C[C@H](CO)N1C[C@H](C)[C@H](CN(C)C(=O)Nc2ccc3c(c2)OCO3)Oc2c(NC(=O)Nc3ccc(C(F)(F)F)cc3)cccc2C1=O
  A: -54; B: -0.6; C: 74; D: 67

(40) C[C@H](CO)N1C[C@H](C)[C@H](CN(C)Cc2ccc(Cl)c(Cl)c2)Oc2ccc(NS(C)(=O)=O)cc2C1=O
  A: 2; B: 1.7; C: 5; D: 68

(41) C[C@@H]1CN([C@@H](C)CO)C(=O)c2ccccc2-c2ccccc2CO[C@@H]1CN(C)C(=O)Nc1ccc2c(c1)OCO2
  A: -24; B: 1.8; C: 0; D: -13

(42) COc1ccc(CN(C)C[C@H]2Oc3ccc(NC(=O)Cc4ccccc4)cc3CC(=O)N([C@H](C)CO)C[C@H]2C)cc1
  A: 5; B: 1.2; C: -10; D: -7

(43) CC(C)NC(=O)Nc1ccc2c(c1)C(=O)N([C@@H](C)CO)C[C@H](C)[C@H](CN(C)C(=O)Nc1ccc3c(c1)OCO3)OCCCC[C@H](C)O2
  A: -17; B: 1.1; C: 2; D: 88

(44) CO[C@H]1CN(C)C(=O)c2cc(NS(C)(=O)=O)ccc2OC[C@@H](C)N(Cc2cncnc2)C[C@H]1C
  A: 12; B: -0.4; C: nt; D: 56

(45) C[C@@H]1CN([C@H](C)CO)C(=O)Cc2cc(NC(=O)NC3CCCCC3)ccc2O[C@@H]1CN(C)CC1CCCCC1
  A: 21; B: 0.0; C: -6; D: 49

The results go on:
Field names: A = Pf Dd2 growth; B = GASC1 inh; C = C diff HTS; D = Tcruzi prolif
(46) CNC[C@@H]1Oc2c(NC(=O)C3CC3)cccc2C(=O)N([C@H](C)CO)C[C@H]1C
  A: -43; B: 0.1; C: 2; D: 3

(47) O=C(Nc1ccc(F)cc1)N[C@@H]1C=C[C@H](CC(=O)N2CCOCC2)O[C@H]1CO
  A: 1; B: -0.9; C: nt; D: 52

(48) O=C(Nc1ccc(F)cc1)N[C@@H]1CC[C@@H](CCNC(=O)c2cc(Cl)cc(Cl)c2)O[C@@H]1CO
  A: -26; B: -1.1; C: -2; D: 31

(49) COc1ccc(NC(=O)Nc2ccc3c(c2)CC(=O)N([C@H](C)CO)C[C@H](C)[C@@H](CN(C)S(=O)(=O)c2ccc(OC)cc2)O3)cc1
  A: -4; B: -0.2; C: -2; D: 14

(50) CN1[C@@H]2c3ccc(-c4ccncc4)c(=O)n3C[C@@H]2[C@@H](CO)[C@@H]1C(=O)N1CCc2ccccc2C1
  A: -12; B: 0.3; C: 3; D: 41

(51) COCC(=O)N1CCCCN2[C@H](C1)[C@H](c1ccc(C#Cc3ccc(OC)cc3)cc1)[C@@H]2CO
  A: -33; B: -0.7; C: 2; D: 105*

(52) C[C@@H]1CN([C@H](C)CO)S(=O)(=O)c2ccc(C#CC3CCCC3)cc2O[C@H]1CN(C)C(=O)Cc1ccncc1
  A: -69; B: -3.1; C: -3; D: 120*

(53) COCCNC(=O)C[C@@H]1C[C@H]2c3cc(NC(=O)c4ccc5c(c4)OCO5)ccc3O[C@H]2[C@@H](CO)O1
  A: 8; B: -1.4; C: 1; D: nt

(54) CCC(=O)Nc1ccc2c(c1)C(=O)N(C)[C@@H]1CC[C@H](CC(=O)NC3CCCC3)O[C@H]1CO2
  A: -36; B: -0.6; C: -5; D: 21

(55) O=C(C[C@H]1CC[C@@H]2[C@H](COC[C@@H](O)CN2Cc2cccc(-c3ccncc3)c2)O1)N1CCN(c2ccccc2)CC1
  A: -19; B: 1.7; C: 2; D: 59

(56) C[C@H](CO)N1C[C@H](C)[C@@H](CN(C)S(=O)(=O)c2cccc(C#N)c2)OCc2cn(nn2)CCCC1=O
  A: 20; B: 9.0; C: -3; D: nt

(57) CO[C@H]1CN(C)C(=O)c2cc(NC(=O)c3ccc4c(c3)OCO4)ccc2OC[C@H](C)N(CCC(F)(F)F)C[C@H]1C
  A: -50; B: 1.5; C: nt; D: nt

(58) COc1ccc(NC(=O)N(C)C[C@H]2Oc3ccc(NS(=O)(=O)c4c(C)noc4C)cc3CC(=O)N([C@@H](C)CO)C[C@@H]2C)cc1
  A: 2; B: 1.2; C: -3; D: -20

(59) COc1ccc(S(=O)(=O)N(C)C[C@@H]2Oc3c(NC(=O)C4CC4)cccc3C(=O)N([C@H](C)CO)C[C@H]2C)cc1
  A: 10; B: -1.5; C: 0; D: -3

(60) COCC(=O)Nc1ccc2c(c1)[C@H]1C[C@@H](CC(=O)NCc3ccc(OC)cc3)O[C@H](CO)[C@H]1O2
  A: -3; B: -2.2; C: -2; D: -29
